Screening results (PubChem)
BRCA1 expr up: increases BRCA1 expression; MCF7-BRCA1-FFLuc reporter, luminescence, 48 h; response scale: scaled: vehicle 0%, 10 µM genistein 100%; Potency, µM (doses to about 46.1 µM), for the others: top-dose activation, usual class: activators; hit rate 1.1% among 380,000; also: nearly all actives have a fitted effect of over 80% in size; some results filed as inactive show a strong effect at the top dose
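Reporter cells (MCF7, BRCA1 promoter-firefly luciferase) received library compounds across a concentration series for 48 h. End-point luminescence was measured and concentration-effect curves derived after normalization.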
ELG1 genotoxic: induces genotoxicity in HEK293T cells with luciferase-tagged ELG1. HEK293T ELG1-luciferase reporter, luminescence, 16 h. Potency, µM (top dose mostly 46 µM), for inactives: top-dose activity change, positive = activation, most hits filed as activators. hit rate 1.3% among 330,000. AID 504466; also: % of control where 0% means no effect; nearly all actives have a fitted effect of over 60% in size
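Cells (2,000/well) expressing the ELG1-luciferase fusion are dosed by pin tool and kept 16 hr at 37 °C, 5% CO2. Signal comes from ONE-Glo luciferase reagent after 30 min at room temperature.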
Rab9 promoter act: activators of Rab9 promoter; Huh7 Rab9 promoter-luciferase reporter, luminescence, 24 h; Potency, µM (titrated, usually from 9.22 µM), without a hit: top-dose activation, negative = inhibition, usual class: activators; hit rate 2.8% among 320,000; also: % of control where 0% means no effect; nearly all actives have a fitted effect of over 60% in size
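Huh7 cells stably carrying Rab9 promoter–luciferase reporter, plated 1500 cells/well, compound added after 2 h and incubated 24 h at 37 °C; luciferase luminescence then read after 10 min with detection reagent.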
p53 reactivator: mutant p53 re-activation in reporter cells. AID 504706. Potency, µM (top dose mostly 92.2 µM), without a hit: top-dose activity change, positive = activation, actives largely listed as activators. H1299 p53-A138V BP100-luciferase reporter, luminescence, 24 h. hit rate 0.063% among 320,000; also: % of control where 0% means no effect; nearly all actives have a fitted effect of over 45% in size
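H1299 (p53-null), stable ts p53-A138V + BP100-Luc; 1000 cells/well, Opti-MEM/10% FBS; cpd 4 pt, 1:5; 24 h, 37 deg C, 5% CO2; detection reagent 10 min RT; luminescence.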
NPC1 promoter act: activators of NPC1 promoter; Huh7 NPC1 promoter luciferase reporter, 24 h; Potency, µM (doses to about 9.22 µM), without a hit: at the highest dose activation, most hits filed as activators; hit rate 2.4% among 320,000;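 also: % of control where 0% means no effect; nearly all actives have a fitted effect of over 60% in size; reporter is driven by a mutant NPC1 promoter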
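Stable NPC1-promoter luciferase Huh7 line; cpd (DMSO) 24 h, 37 °C, 5% CO2; Amplite luciferase reagent 10 min RT; luminescence readout. qHTS format.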
FLuc modulator: counter-screen for miR-21 project: firefly luciferase inhibitors or activators | P08659 | purified FLuc, Km substrates, luminescence inhibition | Potency, µM (highest dose often 57.5 µM), for inactives: at the highest dose activity change, negative = inhibition, usual class: inhibitors | hit rate 6.9% among 360,000;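 also: plate controls were vehicle for no effect and reference inhibitor for full effect; nearly all actives have a fitted effect of over 55% in size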
Target sequence (P08659 whole entry, looked up): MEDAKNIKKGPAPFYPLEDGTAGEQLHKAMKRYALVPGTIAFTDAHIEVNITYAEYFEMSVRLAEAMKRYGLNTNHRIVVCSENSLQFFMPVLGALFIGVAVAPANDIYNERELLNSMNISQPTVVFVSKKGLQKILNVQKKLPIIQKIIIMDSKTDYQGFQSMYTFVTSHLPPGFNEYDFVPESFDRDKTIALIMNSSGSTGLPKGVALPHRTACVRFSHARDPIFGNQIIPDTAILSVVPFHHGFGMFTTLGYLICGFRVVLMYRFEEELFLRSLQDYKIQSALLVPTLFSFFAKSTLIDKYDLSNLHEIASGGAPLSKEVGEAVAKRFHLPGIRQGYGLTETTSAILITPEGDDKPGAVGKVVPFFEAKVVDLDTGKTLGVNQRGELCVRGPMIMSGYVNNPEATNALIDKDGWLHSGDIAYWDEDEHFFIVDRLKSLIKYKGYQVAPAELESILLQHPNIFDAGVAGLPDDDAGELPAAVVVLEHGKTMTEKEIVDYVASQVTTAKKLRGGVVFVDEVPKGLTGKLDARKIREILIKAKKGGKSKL
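Purified P. pyralis luciferase, 10 nM final, with Km-level 10 uM D-luciferin and 10 uM ATP in 50 mM Tris acetate pH 7.5, 10 mM Mg acetate, 0.01% Tween-20, 0.05% BSA; 6-point qHTS titration about 60 µM downward; luminescence read.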
RORg inh: blocks mouse ROR gamma transcriptional activity; P51450; Drosophila S2 Gal4-RORgamma UAS-luciferase reporter, 20 h; Potency, µM (series often up to 53.6 µM), inactives show at the top dose activity change, negative = inhibition, most hits filed as inhibitors; hit rate 5.4% among 310,000; AID 2551; also: % is scaled to controls: 0 for no effect and ±100 for the full control effect; nearly all actives have a fitted effect of over 60% in size
Target sequence (P51450 whole entry, looked up, the tested form may be a part): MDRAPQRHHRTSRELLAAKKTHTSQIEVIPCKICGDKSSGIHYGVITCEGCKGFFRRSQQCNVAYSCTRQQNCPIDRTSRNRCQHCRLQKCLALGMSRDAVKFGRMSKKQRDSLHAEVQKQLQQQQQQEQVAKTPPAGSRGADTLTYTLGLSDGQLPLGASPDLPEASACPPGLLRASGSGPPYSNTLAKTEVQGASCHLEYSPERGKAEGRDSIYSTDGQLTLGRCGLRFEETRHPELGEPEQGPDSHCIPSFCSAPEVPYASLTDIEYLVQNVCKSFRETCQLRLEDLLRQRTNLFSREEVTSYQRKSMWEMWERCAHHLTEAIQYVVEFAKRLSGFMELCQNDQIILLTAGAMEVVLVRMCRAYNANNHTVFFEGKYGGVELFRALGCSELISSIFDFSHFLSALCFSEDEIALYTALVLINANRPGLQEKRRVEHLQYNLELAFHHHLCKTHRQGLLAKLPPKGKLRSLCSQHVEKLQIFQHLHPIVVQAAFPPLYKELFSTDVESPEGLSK
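Compounds are pin-transferred onto Drosophila Schneider cells expressing a copper-inducible Gal4–ROR gamma transactivation domain fusion. After 1 hr, copper sulfate is added to 700 uM final; luciferase is read 20 hr later.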
MBNL1-CUG inh: MBNL1-poly(CUG) RNA binding inhibition | AID 2675 | Q9NR56 | Potency, µM (top dose mostly 57.5 µM), inactives show top-dose activity change, negative = inhibition, usual class: inhibitors | hit rate 0.036% among 280,000 | TR-FRET MBNL1-His/biotin-(CUG)12 binding, 665/545 ratio; active = well fitted inhibition curve with a large enough effect in the signal ratio, with a control signal flat, not every such curve was filed as active; inconclusive = small, poorly fitted or top-dose-only effect, or effect the other way, or a change in a side signal; inactive = no such curve, though single readings can be large or run the other way; the % refers to the signal ratio; also: % is scaled to controls: 0 for no effect and ±100 for the full control effect
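TR-FRET between His-tagged MBNL1 and biotin-(CUG)12 RNA, detected with Tb anti-His antibody (0.055 ng/ul) and streptavidin-XL665 (5 nM), 60 min at room temperature. Compounds titrated 92 nM to 58 uM; 665/545 nm ratio normalized to buffer and complex controls.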
uPA generation: cell surface uPA generation inhibition; cell surface uPA generation assay, qHTS; Potency, µM (doses to about 38.3 µM), for the others: at the highest dose activity change, negative = inhibition, hits mostly inhibitors; hit rate 0.31% among 330,000; AID 540303; active = well fitted inhibition curve with a large enough effect; inconclusive = small, poorly fitted or top-dose-only effect; inactive = no such curve, though single readings can be large or run the other way; tested in mouse RAW 264.7 cells; also: % is scaled to controls: 0 for no effect and ±100 for the full control effect; nearly all actives have a fitted effect of over 55% in size
VP16 counter: inhibits Gal4-VP16 luciferase reporter, ROR gamma counter-screen; Drosophila S2 Gal4-VP16 UAS-luciferase, luminescence, 20 h; Potency, µM (series often up to 53.6 µM), without a hit: at the top dose activity, negative = inhibition, hits mostly inhibitors; hit rate 3.5% among 310,000;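 also: Gal4-VP16 expression switched on by copper sulfate through the metallothionein promoter; % is scaled to controls: 0 for no effect and ±100 for the full control effect; nearly all actives have a fitted effect of over 50% in size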
Starred values were filed as active, the others as inactive; ? = inconclusive; · = not tested or not shown; [ ] = another dose, or the depositor's remark. Unless noted, calls follow the shape of the dose curve; as a rule, active = well fitted curve in the direction sought with a large enough effect; inconclusive = small, poorly fitted or top-dose-only effect, or another doubt; inactive = no such curve, though single readings can be large; an effect the other way counts as inactive or inconclusive. Potency is read from the fitted curve at half-maximal effect.

SMILES	BRCA1 expr up	ELG1 genotoxic	Rab9 promoter act	p53 reactivator	NPC1 promoter act	FLuc modulator	RORg inh	MBNL1-CUG inh	uPA generation	VP16 counter
CC(=O)c1ccc(NC(=S)NCCCn2ccnc2)cc1	15%	6%	10%	?	-1%	4%	1%	1%	-2%	-9%
Cc1ccc(NC(=O)c2cc(-c3ccccc3)n[nH]2)cc1	?	6%	0%	·	0%	?	0%	0%	-4%	29%
COc1cc(Cn2cnnn2)ccc1O	4%	1%	-2%	-3%	-1%	-2%	-1%	3%	1%	-7%
CCCCCCC(=O)N1CCC(c2nc3c(nnn3Cc3ccccc3Cl)c(=O)[nH]2)CC1	-27%	-17%	0%	-31%[inhibitor]	-5%	-1%	7.1µM*	-7%	-11%	16µM*
Cc1ccccc1NC(=O)COC(=O)c1cc(S(=O)(=O)N2CCOCC2)ccc1C	19%	-1%	-2%	-2%	2%	0%	·	·	-2%	·
Cc1ccc2nc(SCC(=O)NCc3ccco3)[nH]c2c1	4%	3%	0%	4%	8%	3%	32%	-7%	·	13%
Cc1cccc(NNC(=O)c2c(F)cccc2Cl)c1	30%	1%	6%	-10%	-5%	0%	8%	·	-11%	-8%
COc1ccc2c(=O)c(-c3ccc(OC)c(OC)c3)coc2c1	11µM*	?	?	5%	?	7.6µM*	2%	28%	-24%	-4%
Cc1ccc(OC[C@H](O)[C@H](C)NC(C)C)c2c1CCC2	10%	15%	-2%	-5%	1%	1%	?	·	3%	2%
CC1Cc2ccccc2N1C(=S)NC(=O)c1cccc(Br)c1 (stereo not drawn)	-58%	-5%	-4%	5%	0%	-1%	1.1µM*	-2%	-1%	0.79µM*
O=C(COc1ccc(S(=O)(=O)N2CCOCC2)cc1)NC1CC1	-2%	4%	0%	-10%	0%	3%	-12%	2%	2%	5%
COc1ccc(C(=O)NCCS(=O)(=O)NCc2ccco2)cc1	13%	5%	2%	15%	0%	7%	·	·	?	·
CCOC(=O)N1CCN(c2nc(-c3cccc(OC)c3)cc(C(F)(F)F)n2)CC1	-24%	-3%	2%	-6%	-2%	-1%	11%	5%	-1%	-4%
C=CCn1c(SCC(=O)NCc2ccccc2)nnc1-c1cc(Br)ccc1O	-14%	-15%	-5%	-10%	-2%	2%	?	0%	·	?
Cc1ccc(C(=O)/C=C/c2cn(CC(O)CN3CCOCC3)c3ccccc23)cc1 (stereo not drawn)	-48%	-1%	15%	?	7%	?	5%	8%	-7%	-12%
COc1ccc(CCNS(=O)(=O)c2ccc(OC)c(OC)c2)cc1OC	-14%	1%	-6%	·	-5%	0%	0%	1%	4%	-1%
COc1ccc(NC(=O)C2C3C=CC4(O3)C2C(=O)N(CCN2CCCCC2)C4C(=O)NC2CCCC(C)C2C)cc1 (stereo not drawn)	-33%	1%	-1%	3%	5%	2%	0%	-2%	-5%	-1%
COCC(=O)N1CCC(Oc2ccc(C(=O)N(C)C3CCCCC3)cc2)CC1	26%	-2%	2%	·	-6%	5%	32%	4%	3%	-3%
Cc1cccc(-c2nc(CS(=O)CC(=O)NCc3cccs3)c(C)o2)c1 (stereo not drawn)	0%	-1%	-4%	2%	0%	-7%	12%	9%	?	6%
NC(=O)CSc1nnc(-c2cnccn2)n1-c1ccccc1	-2%	-2%	-6%	17%	-3%	-2%	4%[0.365 µM]	-3%	-1%	·
COc1ccc(Nc2nc(C)cc(C)c2C(N)=O)c(OC)c1	-31%	0%	-13%	-12%	8%	-2%	?	-4%	2%	13%
O=C(Nc1ccc(S(=O)(=O)NC2=NCCCCC2)cc1)c1cc(F)c(F)cc1Cl	-24%	-2%	-1%	0%	-3%	3%	·	·	8%	·
Cc1ccc(C(=O)NC(=O)CSc2nnc(C)s2)cc1	-1%	7%	2%	3%	-3%	-5%	14%	-2%	2%	-9%
O=C(NCc1ccco1)c1nc2c(nnn2Cc2ccccc2Cl)c(=O)[nH]1	-104%[inhibitor]	-8%	-22%	?	-20%	0%	14µM*	-5%	-11%	7.9µM*
COc1ccc(OC)c(NC(=O)c2cc3c(cc2Cl)N2CCCCCC2=NS3(=O)=O)c1	-23%	1%	·	-6%	·	·	·	·	-4%	·
Cc1cc(CN2CCC(n3nccc3NC(=O)c3ccccc3C)CC2)n[nH]1	8%	-3%	0%	-2%	-3%	2%	-3%	2%	0%	12%
COc1ccccc1N1CCN(/N=C/c2ccc(OC)c(OC)c2OC)CC1	71%	0%	1%	-2%	0%	-2%	15%	2%	5%	-3%
O=C(Cc1ccc([N+](=O)[O-])cc1)OCc1c(F)cccc1Cl	-1%	-5%	5%	·	2%	-5%	10%	?	-2%	3%
COc1ccccc1C(C#N)N1N=C(C)CC1c1ccccc1 (stereo not drawn)	-7%	1%	4%	·	-3%	6%	-31%	-1%	9%	4%
COc1ccc(N2CCN(c3ncnc4scc(-c5ccccc5)c34)CC2)cc1	-73%	-22%	-4%	-4%	-6%	2%	2%	4%	-3%	1%
O=C(COC(=O)c1cccs1)NC12CC3CC(CC(C3)C1)C2	7%	-1%	11%	3%	-3%	24µM*	14%	2%	3%	7%
O=C(O)CCNc1nc(-c2ccccc2)nc2ccccc12	-18%	2%	1%	-4%	-3%	-2%	21%	3%	2%	-3%
O=S(=O)(N1CCOCC1)N1CCN(c2ccccc2F)CC1	4%	-5%	-8%	7%	-1%	4%	3%	-4%	14%	-9%
COc1ccccc1-c1nn2c(-c3ccc(C(C)(C)C)cc3)nnc2s1	·	1%	-2%	0%	0%	?	-17%[10 µM]	42%[activator]	·	-4%
CC1(C)CC(=O)C=C(NC2CCCCCCC2)C1	15%	1%	-1%	-10%	1%	1%	?	7%	-1%	5%
CCCOc1ccc(NC(=O)C2CC(=O)N3CCCN=C3S2)cc1 (stereo not drawn)	1%	0%	-3%	-2%	0%	-3%	-20%	2%	5%	-3%
O=C(Cn1nc(C(F)F)cc1C1CC1)NCCC1=CCCCC1	-4%	-4%	-6%	-8%	2%	-5%[2.3 µM]	28%	2%	0%	20%
Cc1sc2nc(SCC(=O)NCCOCCO)nc(N)c2c1C	-17%	2%	-2%	3%	-2%	0%	4%	-4%	0%	2%
Cc1ccc(NC(=O)c2cc(N(C)C)ccc2[P+](=O)O)cc1	45%	?	2%	?	11%	19µM*	15%	-11%	-1%	?
O=C(Cc1cccs1)Nc1nc(-c2ccccc2)cs1	-24%	10%	1%	?	13%	15µM*	?	0%	·	23%
COc1ccc(NC(=O)c2cccc(NC3=NC4CS(=O)(=O)CC4S3)c2)cc1Cl (stereo not drawn)	38%	10%	5%	·	-4%	?	-19%	-7%	-16%	1%
COc1ccccc1N1CCN(C(=S)Nc2ccc(F)cc2)CC1	-3%	7%	5%	10%	-3%	-7%	11µM*	-4%	-7%	?
Cc1ccn2c(NC3CCCCC3)c(-c3cccc(-c4cccc(Cl)c4)c3)nc2c1	-36%	-7%	-5%	1%	-6%	1%	·	·	?	·
COC(=O)C1CC(O)CN1C(=O)Nc1cccc(C(F)(F)F)c1 (stereo not drawn)	17%	3%	-2%	8%	2%	-1%	-21%	-4%	-1%	-13%
O=C(Cc1cccc2ccccc12)NN1C(=O)/C(=C\c2cccnc2)SC1=S	0%	10%	-2%	-3%	-8%	1%	-29%	-6%	9%	-3%

Looked up by structure from the list above (2):
SMILES	BRCA1 expr up	ELG1 genotoxic	Rab9 promoter act	p53 reactivator	NPC1 promoter act	FLuc modulator	RORg inh	MBNL1-CUG inh	uPA generation	VP16 counter
CC1(C)CC(=O)C=C(NC2CCCCCCC2)C1	15%	1%	-1%	-10%	1%	1%	?	7%	-1%	5%
O=S(=O)(N1CCOCC1)N1CCN(c2ccccc2F)CC1	4%	-5%	-8%	7%	-1%	4%	3%	-4%	14%	-9%

Following part.
SMILES	BRCA1 expr up	ELG1 genotoxic	Rab9 promoter act	p53 reactivator	NPC1 promoter act	FLuc modulator	RORg inh	MBNL1-CUG inh	uPA generation	VP16 counter
CCN(CCCNS(=O)(=O)c1ccc2c(c1)CCN2C(C)=O)c1cccc(C)c1	-46%	-7%	-1%	5%	6%	0%	-1%	-5%	-27%	2%
COc1ccc(OC)c(S(=O)(=O)N2CCC(C(=O)NCC3CCCO3)CC2)c1 (stereo not drawn)	28%	-3%	-4%	12%	-1%	-2%	45%	2%	1%	-6%
CCOc1ccc(OCCCC(=O)NNC(=O)c2ccncc2)cc1	10%	1%	-1%	-2%	-1%	-14%	·	·	1%	·
CC(=O)c1c(C)nc(C)nc1NC(=O)C(C)C	0%	-7%	6%	0%	-3%	1%	-18%	-7%	0%	0%
Cc1cc(NC(=O)CSc2nnc(-c3ccc(Br)o3)n2Cc2ccccc2)no1	0%	-1%	-3%	-15%	-3%	2%	4%	7%	-2%	-4%
Cc1c(-c2ccco2)[n+](=O)c2c(n1[O-])CCC2	-3%	1%	8%	0%	-19%	-2%	-11%	?	0%	-21%
OCCC1CN(Cc2ccon2)CCN1Cc1ccc(F)c(F)c1 (stereo not drawn)	4%	1%	-1%	1%	0%	-2%	-3%	-12%	3%	8%
O=C(CCCNC(=O)c1ccc(Cl)cc1)NCc1ccc(F)cc1	-24%	-4%	-6%	-2%	-2%	-2%	-2%	3%	0%	-20%
COc1ccc(C(=O)Nc2cc(C)nc3ccccc23)cc1OC	-70%	0%	-1%	-4%	1%	-3%	-32%	2%	-9%	4%
